# From PubChem
# PTHR1 ag = qHTS for PTHR1 Agonists: Primary Screen; HEK293 GP2 PTHR1 cells, GloSensor cAMP luminescence, 1 h; Potency, µM (doses to about 115 µM), for the others: at the highest dose activation, most hits filed as activators; hit rate 0.075% among 410,000; further: potency means the concentration at half of the fitted maximal effect; nearly all actives have a fitted effect of over 55% in size; some results filed as inactive show a strong effect at the top dose; inactives centre near -15; many of its hits are not listed in these tables
# Target sequence (Q03431 whole entry, looked up): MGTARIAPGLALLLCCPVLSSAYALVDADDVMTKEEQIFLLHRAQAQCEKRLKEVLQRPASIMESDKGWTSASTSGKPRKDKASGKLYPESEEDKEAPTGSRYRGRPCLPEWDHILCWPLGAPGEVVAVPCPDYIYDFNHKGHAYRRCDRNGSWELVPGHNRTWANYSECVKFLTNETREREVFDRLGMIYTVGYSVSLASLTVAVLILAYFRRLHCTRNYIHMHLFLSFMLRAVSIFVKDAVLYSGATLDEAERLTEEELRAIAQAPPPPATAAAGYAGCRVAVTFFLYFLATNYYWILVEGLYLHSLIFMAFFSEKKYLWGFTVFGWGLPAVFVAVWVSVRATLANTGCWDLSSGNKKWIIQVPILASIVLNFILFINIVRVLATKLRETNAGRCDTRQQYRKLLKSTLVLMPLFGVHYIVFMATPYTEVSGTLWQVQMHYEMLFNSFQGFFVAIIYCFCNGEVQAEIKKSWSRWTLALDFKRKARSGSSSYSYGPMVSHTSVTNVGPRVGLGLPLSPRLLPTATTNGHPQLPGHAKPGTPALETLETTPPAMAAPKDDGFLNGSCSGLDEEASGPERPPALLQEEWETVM
#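 HEK-293-derived GP2 cells expressing PTHR1 and a GloSensor cAMP reporter, 3,000/well, plated overnight, given luciferin plus IBMX (each 0.5 mM as added) for 1 h at 37 °C, then compound for 1 h at 37 °C. Luminescence was read after 15 min at room temperature.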
# D3 antag = qHTS of D3 Dopamine Receptor Antagonist: qHTS | max response, negative = inhibition, % | hit rate 2.5% among 360,000 | D(3) dopamine receptor (Homo sapiens), P35462 | AID 652054, 2013 | D3R cells, DiscoveRx beta-arrestin luminescence, antagonist mode; stronger effect = lower value; in the data active means max response below about -50%; inconclusive means no clear call, values can overlap the other calls; further: on the % scale 0 is the no-effect control and ±100 the full control effect; mostly tested at two doses, the higher about 12 µM
# Target sequence (P35462 whole entry, looked up): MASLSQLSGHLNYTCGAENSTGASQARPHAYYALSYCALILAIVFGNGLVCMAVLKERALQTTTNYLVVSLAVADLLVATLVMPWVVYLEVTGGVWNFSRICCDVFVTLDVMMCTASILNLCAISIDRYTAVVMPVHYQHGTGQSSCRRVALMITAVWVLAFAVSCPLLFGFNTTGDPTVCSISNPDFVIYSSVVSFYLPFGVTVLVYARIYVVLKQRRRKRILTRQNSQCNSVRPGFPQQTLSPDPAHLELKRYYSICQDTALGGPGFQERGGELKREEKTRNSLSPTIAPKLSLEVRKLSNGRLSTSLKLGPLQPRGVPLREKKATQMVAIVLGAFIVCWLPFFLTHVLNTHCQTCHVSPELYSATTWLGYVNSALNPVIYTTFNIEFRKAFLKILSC
#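 Cells plated overnight at 1500 cells/well, then exposed to library compounds with dopamine controls for 90 minutes at 37 degrees C. DiscoveRx reagent added for 30–60 minutes at room temperature; luminescence read, quantitative HTS format.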
# GLP1R cytotox = qHTS of GLP-1 Receptor Inverse Agonists: Cytotox Screen | HEK293 cAMP-luciferase reporter cells, luminescence, 24 h | Potency, µM (highest dose often 38.3 µM), without a hit: top-dose activity change, negative = inhibition, most hits filed as inhibitors | hit rate 0.13% among 410,000 | AID 624418, 2012;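 further: loss of luciferase light is scored as toxicity; potency means the concentration at half of the fitted maximal effect; on the % scale 0 is the no-effect control and ±100 the full control effect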
#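 1536-well qHTS counterscreen of the MLSMR; 200 cells/uL, 12 h pre-incubation, 23 nL cpd, 24 h at 37 deg C 5% CO2, luciferase detection reagent, 12 min RT, luminescence. Inhibition = undesired.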
# KB-V1 MDR tox = qHTS assay for MDR1-selective chemotherapeutics: Primary screen using the drug-selected MDR subline cells KB-V1 | KB-V1 MDR cells viability, CellTiter-Glo, 72 h | Potency, µM (series often up to 46.1 µM), without a hit: top-dose activity change, negative = cytotoxicity, actives largely listed as cytotoxic | hit rate 3.4% among 400,000; further: potency means the concentration at half of the fitted maximal effect; on the % scale 0 is the no-effect control and ±100 the full control effect; nearly all actives have a fitted effect of over 60% in size
#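 Luminescent ATP read-out (CellTiter-Glo, 10 min) measures survival of drug-selected KB-V1 MDR cells after 72 h, 37 degrees C compound exposure. Medium: phenol-red-free DMEM, 10% FBS. Values from fitted concentration-response curves.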
# aSyn yeast inh = qHTS of alpha-syn Inhibitors. hit rate 0.14% among 370,000. Yeast expressing alpha-synuclein, growth rescue, BacTiter-Glo, 24 h. Potency, µM (series often up to 46.1 µM), inactives show at the highest dose growth rescue (activation), actives largely listed as activators; further: potency means the concentration at half of the fitted maximal effect; % of control where 0% means no effect; nearly all actives have a fitted effect of over 65% in size
#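 Galactose-induced alpha-syn yeast (OD600=0.02, raffinose-pregrown) + pinned cpd, 24 hr, 30 deg C; growth by BacTiter-Glo luminescence. Growth restoration scores as activation.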
# GLP1R ag = qHTS of GLP-1 Receptor Agonists; Glucagon-like peptide 1 receptor (Homo sapiens), P43220; HEK293 GLP-1R CRE-luciferase, luminescence, 4-6 h; cells express a hypersensitive GLP-1R form; Potency, µM (titrated, usually from 45.6 µM), inactives show at the top dose activation, usual class: activators; hit rate 0.007% among 380,000; AID 624172, 2012; further: potency means the concentration at half of the fitted maximal effect; % of control where 0% means no effect
# GLP-1R inv ag = qHTS of GLP-1 Receptor Inverse Agonists (Inhibition Mode) | HEK293 GLP-1R CRE-luciferase, luminescence, 24 h; GLP-1R form is constitutively active | Potency, µM (highest dose often 38.3 µM), inactives show at the top dose activity change, negative = inhibition, actives largely listed as inhibitors | hit rate 1.6% among 410,000 | Glucagon-like peptide 1 receptor (Homo sapiens), P43220; further: potency means the concentration at half of the fitted maximal effect; on the % scale 0 is the no-effect control and ±100 the full control effect; nearly all actives have a fitted effect of over 55% in size
#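 Using stably transfected HEK293 (constitutively active GLP-1R, cAMP-luciferase reporter), compounds were incubated 24 hr and luciferase measured by luminescence.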
# D3 ag = qHTS of D3 Dopamine Receptor Agonist: qHTS | D(3) dopamine receptor (Homo sapiens), P35462 | D3R DiscoveRx beta-arrestin cells, luminescence, 90 min | max activation, % | hit rate 0.58% among 410,000 | AID 652048, 2013; in the data active means max activation above about 30%; further: 0% is about no effect; mostly tested at two doses, the higher about 12 µM
#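 Cells at 1500/well, incubated overnight, then treated with pinned compounds (dopamine as control) for 90 min at 37 degrees C. DiscoveRx reagent added for 30 - 60 minutes at room temperature; luminescence read.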
# TDP-43 yeast inh = qHTS of TDP-43 Inhibitors; TDP-43 expressing yeast growth rescue, BacTiter-Glo, 24 h; Potency, µM (series often up to 46.1 µM), for the others: at the top dose growth rescue (activation), actives largely listed as activators; hit rate 1.8% among 410,000; further: potency means the concentration at half of the fitted maximal effect; % of control where 0% means no effect; nearly all actives have a fitted effect of over 50% in size
#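 Yeast expressing TDP-43 (pregrown in raffinose, seeded at OD600=0.02 in galactose medium) exposed to compounds 24 hr at 30 deg C. Growth read by BacTiter-Glo luminescence; rescue of toxicity appears as increased signal.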
# * hit, by the source's call; i = inactive; ? = inconclusive; . = not tested or not shown; & = joins results of further samples; ! = repeats disagree; [ ] = another dose, or the depositor's remark. Unless noted, the call rests on the fitted dose curve; in most records, active means well fitted curve in the direction sought with a large enough effect; inconclusive means small, poorly fitted or top-dose-only effect, or another doubt; inactive means no such curve, though single readings can be large; an effect the other way counts as inactive or inconclusive.
SMILES,PTHR1 ag,D3 antag,GLP1R cytotox,KB-V1 MDR tox,aSyn yeast inh,GLP1R ag,GLP-1R inv ag,D3 ag,TDP-43 yeast inh
COc1cccc(CNC(=O)C2CCN(S(=O)(=O)N3CCCCC3)CC2)c1,-1%,18,-14%,-16%,-2%,-5%,-17%,16,-15%
CCC(=O)NC(NCC1CCCO1)C(Cl)(Cl)Cl (stereo not given),-5%[57.5 µM],-9,0%,18%,-10%,-1%,-3%,-2,5%
C=CCOc1ccc(/C=N/O)cc1Cl,-22%,-15,0%,-9%,-3%,1%,31%[activator],-3,?
OC[C@@H]1CN(Cc2ccccc2)C[C@H](n2ccc3c(N4CCCC4)ncnc32)O1,-21%,6,-3%,-25%,0%,2%,5%,6,12%
CCN(CC)CCNCc1cc(Cl)ccc1OCc1ccccc1F,2%,-21,?,?,13%,5%,?,-13,-23%
COc1ccc(C)cc1NC(=O)NC1CCN(Cc2ccccc2)CC1,i,-83*,-67%,20%,3%,-10%,?,-25,-2%
O=C(CSc1ccccc1)N/N=C/c1ccccc1O,i,22,-29%,-18%,?,22%,?,19,0%
CCC12CN3CCN(CC(C3)/C1=N\NC(=O)c1ccc(Cl)cc1)C2,-3%,0,8%,4%,3%,7%,20%,-6,-13%
COc1ccccc1C1C2=C(N=c3s/c(=C/c4cccc(OCC(=O)O)c4)c(=O)n31)c1ccccc1CC2 (stereo not given),-36%[inhibitor],39,-12%,?,-22%,-1%,-2%,6,8%
CCOC(=O)c1cn(-c2c(Cl)cccc2Cl)c2cc(Cl)c([N+](=O)[O-])cc2c1=O,-31%[inhibitor],10,?,-7%,15%,15%,?,2,?
Cc1ccc(NC(=O)c2nc[nH]c2C(=O)N[C@@H](CCCCNC(=O)OC(C)(C)C)C(=O)OC(C)(C)C)cc1,-24%,19,-19%,?,7%,0%,?,8,24%
O=C(Nc1cccnc1)c1ccc(C(=O)Nc2cccnc2)cc1,?,-12,-2%,6%,-6%,1%,11%,-1,-7%
CCc1nc2ccc(C(=O)Nc3ccc4c(c3)OCC(=O)N4)cn2c1N(CC)CCOC,-2%,24,3%,-11%,2%,22%,15%,9,22%
COc1cc(OC)c(NS(=O)(=O)c2ccc(Cl)c(C(=O)OC(C)C(=O)N3CCCC3)c2)cc1Cl (stereo not given),-32%[inhibitor],0,4%,2.3µM*,4%,-8%,-25%,-3,6%
Cc1noc(NS(=O)(=O)c2ccc(NC(=O)/C=C/c3ccc(Br)cc3)cc2)c1C,-39%[inhibitor],-7,3%,0%,-19%,-1%,?,-2,27%
Cc1noc(C)c1NC(=O)N(C)C[C@H]1Oc2ccc(NC(=O)NC3CCCCC3)cc2C(=O)N([C@H](C)CO)C[C@@H]1C,-17%,12,2%,-11%,0%,-4%,1%,-3,20%
O=C(COC(=O)c1cccc(S(=O)(=O)N2CCCC2)c1)Nc1cccc(Br)c1,i,16,7%,16%,2%,3%,-7%,2,15%
FC(F)(F)c1nnc2ccc(NCc3ccccc3)nn12,-17%,5,-3%,0%,-2%,17%,15%,-9,-7%
CC(=O)Nc1cccc(C(=O)N/N=C/c2ccccc2F)c1,-22%,-14,5%,6%,0%,-5%,?,-1,20%
CC(=O)NC1C(=O)N(C)c2ccc(Br)cc21 (stereo not given),i,-19,-1%,-12%,-1%,-10%,1%,-11,-10%
NS(=O)(=O)c1cccc(NC(=O)COC(=O)CNC(=O)c2ccc(-c3ccccc3)cc2)c1,-3%,0,3%,?,-7%,-2%,3%,1,19%
COc1ccnc(N2CCN(c3ccc(Cl)cc3)CC2)c1C#N,-15%[57.5 µM],15,-22%,6%,0%,-4%,-8%,15,12%
CCOC(=O)c1ccc(N(CC2CO2)S(=O)(=O)c2ccc(C)cc2)cc1 (stereo not given),-21%,-6,-8%,-2%,16%,11%,?,-6,-10%
COCCOC(=O)C1=C(C)NC(=O)NC1c1c(Cl)nc2ccccn2c1=O (stereo not given),-12%,2,0%,-22%,-7%,6%,-13%,0,8%
COc1ccc(C(C)(O)c2nc(-c3ccc(OC)nc3)cs2)cc1 (stereo not given),i,2,4%,-21%,18%,3%,-18%,7,?

# A draw from above in order of molar mass, lowest first.
SMILES,PTHR1 ag,D3 antag,GLP1R cytotox,KB-V1 MDR tox,aSyn yeast inh,GLP1R ag,GLP-1R inv ag,D3 ag,TDP-43 yeast inh
O=C(CSc1ccccc1)N/N=C/c1ccccc1O,i,22,-29%,-18%,?,22%,?,19,0%
COc1ccc(C(C)(O)c2nc(-c3ccc(OC)nc3)cs2)cc1 (stereo not given),i,2,4%,-21%,18%,3%,-18%,7,?
CCC12CN3CCN(CC(C3)/C1=N\NC(=O)c1ccc(Cl)cc1)C2,-3%,0,8%,4%,3%,7%,20%,-6,-13%
COc1ccc(C)cc1NC(=O)NC1CCN(Cc2ccccc2)CC1,i,-83*,-67%,20%,3%,-10%,?,-25,-2%
CCN(CC)CCNCc1cc(Cl)ccc1OCc1ccccc1F,2%,-21,?,?,13%,5%,?,-13,-23%
CCOC(=O)c1ccc(N(CC2CO2)S(=O)(=O)c2ccc(C)cc2)cc1 (stereo not given),-21%,-6,-8%,-2%,16%,11%,?,-6,-10%
O=C(COC(=O)c1cccc(S(=O)(=O)N2CCCC2)c1)Nc1cccc(Br)c1,i,16,7%,16%,2%,3%,-7%,2,15%
COc1cc(OC)c(NS(=O)(=O)c2ccc(Cl)c(C(=O)OC(C)C(=O)N3CCCC3)c2)cc1Cl (stereo not given),-32%[inhibitor],0,4%,2.3µM*,4%,-8%,-25%,-3,6%
Cc1noc(C)c1NC(=O)N(C)C[C@H]1Oc2ccc(NC(=O)NC3CCCCC3)cc2C(=O)N([C@H](C)CO)C[C@@H]1C,-17%,12,2%,-11%,0%,-4%,1%,-3,20%

# Other results follow.
SMILES,PTHR1 ag,D3 antag,GLP1R cytotox,KB-V1 MDR tox,aSyn yeast inh,GLP1R ag,GLP-1R inv ag,D3 ag,TDP-43 yeast inh
O=C(NCCCNCc1ccccc1)c1ccccn1,?,-66*!,15%&-8%,-15%&-26%,0%&-13%,12%&7%,22%&8%,-15&-8,-9%&-5%
CCN(CC)CCCNC(=O)CN1N=C(c2ccccc2)CCC1=O,i,.,2%,.,.,.,9%,-1,3%
COC(=O)C(C(=O)Nc1nc2ccccc2s1)C1CCCC1 (stereo not given),-23%,8,2%,-2%,15%,10%,?,-1,4%
Cc1ccc(S(=O)(=O)Nc2nc3ccccc3nc2NCC2CCCO2)c(C)c1 (stereo not given),i,0,-8%,16%,13%,10%,?,4,14%
COc1ccc(C(C)=O)cc1CSc1nnc(-c2ccc(Cl)cc2)n1-c1ccccc1,-34%[inhibitor],-21,-14%,15µM*,3%,5%,?,1,23%
Cn1c(NCc2c(O)ccc3ccccc23)nc2ccccc21,-20%,-27,-22%,0%,1%,-6%,-1%,-4,?
Nc1ccccc1C(=O)NN=Cc1cccc([N+](=O)[O-])c1,-74%[inhibitor],-11,-2%,0%,8%,-1%,-5%,-10,1%
COc1ccc(-c2oc3ccccc3c2C(=O)OCc2ccccc2)cc1,-9%,11,57%[activator],16%,10%,6%,?,20,14%
COc1ccc2c(c1OC)C(=O)OC2Nc1nc(-c2ccc(-c3ccccc3)cc2)cs1 (stereo not given),-28%,-14,4%,?,-43%[inhibitor],6%,14%,0,-61%[inhibitor]
CC1CCN(C(=O)CSc2ccc(-c3cccnc3)nn2)CC1,i,19,-2%,-26%,-2%,-2%,10%,5,6%
Cn1c2ccccc2c2cnn(CC(=O)Nc3cccc(F)c3)c(=O)c21,i,0,13%,-5%,1%,9%,-1%,-3,-2%
COc1ccc(/C=N/NC(=O)c2cc(C34CC5CC(CC(C5)C3)C4)[nH]n2)cc1OC,-30%,-8,7%,2%,-2%,14%,3%,-4,1%
COc1ccc(OC)c(NC(=O)c2cc3ccccc3cc2OC)c1,-10%,20,4%,4%,-11%,35%,45%[activator],2,-19%[1.82 µM]
COc1ccc(CC(=O)N2CCN(C(=O)Cc3ccc(OC)c(OC)c3)CC2)cc1OC,-11%,8,-3%,5%,-5%,-3%,5%,8,18%
CCN(CC(=O)NCc1cccs1)C(=O)/C=C/c1cccc(OC)c1OC,-7%,4,-1%,6%,-2%,13%,-13%,0,-21%
Cc1ccc(Cl)cc1N1CCN(CC(=O)NC2CCCc3ccccc32)CC1 (stereo not given),-9%,9,-22%,?,0%,1%,?,-1,19%
CCc1ccc(OC)c(-c2csc(N)n2)c1,i,8,20%,3%,-23%,9%,?,3,16%
COC(=O)c1ccc2c(c1)C(C)(C)C(/C=C/c1ccc(OC)c(OC)c1OC)=[N+]2C,-5%[57.5 µM],-88*,?,-8%,0%,-21%,?,-21,-14%
CCOCCCNC(=O)CCN1C(=O)c2ccccc2Sc2ncccc21,-13%,2,-11%,10%,-2%,9%,-4%,-12,-4%
COc1ccccc1C(=O)Nc1ccc(CN2CCCCC2)cc1,i,-19,-17%,10%,0%,9%,0%,4,-7%
O=C(CCN1CCN(c2ccccc2)CC1)Nc1ccc(OCc2ccccc2)cc1,i,-9,9%,1%,-2%,28%,-2%,35*,-20%

# A portion of the library; rates above refer to the full screens.
